LRH-1 inv ag: LRH-1 (NR5A2) inverse agonists, primary screen, cell-based, luminescence, HEK293T, StAR-luciferase reporter; Nuclear receptor subfamily 5 group A member 2 (Homo sapiens), O00482; actives 0.13% (n = 360,000); AID 602396, 2012; LRH-1 transfected, 24 h; inhibition, % at 3.6 µM;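 active = inhibition above the mean inhibition of all tested compounds plus 3 SD, cut at about 73% in these data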;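 note: 0% = DMSO wells and 100% = reporter-only cells lacking LRH-1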
SRC3 inh: SRC3 coactivator transcriptional activity inhibitors, primary screen, cell-based, luminescence; HEK293 GAL4-SRC3 luciferase reporter; Nuclear receptor coactivator 3 (Homo sapiens), Q9Y6Q9; actives 0.17% (n = 360,000); inhibition, % at 3.6 µM; AID 588352, 2011;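 active = inhibition above a per-campaign cutoff, the mean of all compounds plus 3 SD, cut at about 60% in these data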;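 note: 0% = DMSO-treated cells and 100% = gossypol-treated cells at 36 µM; higher means less SRC3-driven luciferase light from the GAL4 reporter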
TLR9-MyD88 inh: inhibitors of TLR9-MyD88 association in cells, primary screen, cell-based, CHO, BLA complementation, fluorescence | CCF4 FRET ratio | Toll-like receptor 9 (Homo sapiens) + Myeloid differentiation primary response protein … | actives 0.21% (n = 340,000) | inhibition, % at 4.98 µM;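 active = inhibition above the mean over all tested compounds plus 3 SD, cut at about 21% in these data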;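 note: 0% = DMSO only wells and 100% = clavulanate BLA inhibitor control wells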
SRC2 inh: inhibition of GAL4-SRC2 driven luciferase reporter, primary screen, SRC2 inhibitor project, cell-based, luminescence; Nuclear receptor coactivator 2 (Homo sapiens), Q15596; HEK293 GAL4-SRC2 luciferase reporter; inhibition, % at 9 µM; actives 0.17% (n = 370,000); AID 651957, 2012;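 active = inhibition above the mean inhibition of all tested compounds plus 3 SD, set per campaign, cut at about 52% in these data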;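 note: 0% = DMSO treated cells and 100% = cells given Gossypol at 36 µM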
ABHD5 PLIN5 PPI: ABHD5-PLIN5 interaction inhibitors, primary screen, cell lysate, split luciferase complementation, luminescence. actives 0.78% (n = 360,000). AID 602281, 2012. inhibition, % at 4 µM. Split G. princeps luciferase complementation, 4 h. Perilipin-5 (Homo sapiens) + 1-acylglycerol-3-phosphate O-acyltransferase ABHD5 (Homo …;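 active = inhibition above the mean inhibition across every tested compound plus 3 SD, cut at about 22% in these data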;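 note: 0% = DMSO only wells and the 100% control is not disclosed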
Target sequence (Q00G26 whole entry, looked up): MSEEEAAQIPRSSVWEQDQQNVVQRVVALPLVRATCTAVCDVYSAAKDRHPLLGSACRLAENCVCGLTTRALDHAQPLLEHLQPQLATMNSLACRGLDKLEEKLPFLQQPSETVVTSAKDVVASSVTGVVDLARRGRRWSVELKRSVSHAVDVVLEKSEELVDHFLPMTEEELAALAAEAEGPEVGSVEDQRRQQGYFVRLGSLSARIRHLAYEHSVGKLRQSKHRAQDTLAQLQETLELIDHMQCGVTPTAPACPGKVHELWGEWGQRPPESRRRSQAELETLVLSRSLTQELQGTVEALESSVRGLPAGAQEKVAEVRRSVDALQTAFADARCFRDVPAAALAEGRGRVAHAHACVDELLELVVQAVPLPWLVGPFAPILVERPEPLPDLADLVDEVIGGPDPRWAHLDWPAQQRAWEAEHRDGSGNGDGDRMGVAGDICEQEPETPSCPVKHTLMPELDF
Target sequence (Q8WTS1 whole entry, looked up): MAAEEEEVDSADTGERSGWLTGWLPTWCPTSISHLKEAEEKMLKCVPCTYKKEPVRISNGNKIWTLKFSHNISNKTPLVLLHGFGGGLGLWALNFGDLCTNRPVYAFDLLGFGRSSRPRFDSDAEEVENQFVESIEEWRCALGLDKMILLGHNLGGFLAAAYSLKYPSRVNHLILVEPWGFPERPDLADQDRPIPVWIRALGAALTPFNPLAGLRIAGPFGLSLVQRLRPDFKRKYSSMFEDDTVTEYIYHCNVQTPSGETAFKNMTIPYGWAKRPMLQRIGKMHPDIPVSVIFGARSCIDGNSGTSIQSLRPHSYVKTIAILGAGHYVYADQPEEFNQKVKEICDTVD
SRC1 inh: SRC1 coactivator transcriptional activity inhibitors, primary screen, cell-based, luminescence; inhibition, % at 3.6 µM; HEK293 GAL4-SRC1 luciferase reporter; actives 0.12% (n = 360,000);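 active = inhibition above the campaign mean plus 3 SD, with each screening campaign given its own cutoff, cut at about 60% in these data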;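 note: 0% = DMSO treated cells and 100% = gossypol at 36 µM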
TWEAK Fn14 block: inhibitors of TWEAK-Fn14 signaling, primary screen, luciferase reporter cells, uHTS; AID 1159606, 2016; actives 2% (n = 360,000); inhibition, % at 10 µM; TWEAK-stimulated Fn14 reporter cells, luciferase luminescence, 8 h; in the data active = inhibition above about 50%
NOD2 RIPK2 PPI: NOD2-RIPK2 binding disruptors in cells, primary screen, fluorescence, CHO cells, BLA complementation; AID 624267, 2012; actives 0.38% (n = 360,000); inhibition, % at 4.98 µM; CCF4 ratio; Receptor-interacting serine/threonine-protein kinase 2 (Homo sapiens), O43353; in the data active = inhibition above about 21%;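 note: 0% = vehicle only and 100% = reference blocker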
Granule exo inh: LAMP-1 surface exposure blockers, TALL-104 cells – cell-based, flow cytometry, MLPCN library, primary screen | inhibition, % at 10 µM | TALL-104 LAMP-1 surface exposure; cells stimulated with thapsigargin and PMA | actives 0.66% (n = 360,000);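 active = inhibition above about 55%, limit read from the data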
TROY signal inh: inhibitors of TROY-driven NF-kB signaling, primary screen, Q293 LMP1-TROYcd cells, NF-kB luciferase, uHTS. actives 0.98% (n = 360,000). Q293 LMP1-TROYcd NF-kB luciferase reporter, 4 h. inhibition, % at 10 µM. AID 1347056, 2019;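 active = compounds whose plate-normalised and pattern-corrected inhibition of the luciferase reporter signal at the single screening dose is 50% or more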
COUP-TFII inh: NR2F2 transcriptional activity inhibitors, primary screen, cell-based, luciferase reporter, HEK293T, luminescence. HEK293T NGFI-A luciferase reporter. inhibition, % at 8.6 µM. actives 0.7% (n = 370,000);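 active = inhibition above a per-plate cutoff, mean inhibition of test wells between control levels plus 3 SD, cut at about 38% in these data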;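 note: cells cotransfected with COUP-TFII expression vector driving the NGFI-A reporter; 0% = median of COUP-TF2 test wells and 100% = reporter-only cells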
* marks the source's active call; other numbers are inactive results; . = not tested or not shown. These rows are one share of the data; count on the stated rates, not on these rows.

SMILES	LRH-1 inv ag	SRC3 inh	TLR9-MyD88 inh	SRC2 inh	ABHD5 PLIN5 PPI	SRC1 inh	TWEAK Fn14 block	NOD2 RIPK2 PPI	Granule exo inh	TROY signal inh	COUP-TFII inh
COc1ccc(-c2nc(CCNC(=O)c3ccc(Br)o3)cs2)cc1	-16	2	-2	-6	-1	9	28	-9	-2	44	2
CC1(C)NC(=O)N(CC(O)CN(c2ccccc2)S(=O)(=O)c2ccccc2[N+](=O)[O-])C1=O (stereo not given)	-14	8	-2	3	5	10	-16	-6	-4	-4	-6
Cc1ccc(S(=O)(=O)c2c(C)nn(C(C)(C)C)c2OC(=O)C(C)C)cc1	19	22	-6	-9	-4	6	15	-6	-6	-11	-13
CCC1=Nc2cc(C(=O)N3CCCCC3)ccc2Sc2ccc(C)cc21	-4	-2	-6	10	2	-75	13	-14	-3	30	-8
CCCCCCn1cnc2c(c1=O)c1nc3ccccc3nc1n2/N=C/c1ccco1	-17	-24	0	11	3	8	9	-1	1	-44	7
O=C(Cc1ccccc1[N+](=O)[O-])Nc1nccs1	3	-13	-3	8	-5	-4	-10	-15	-3	-5	-2
Cc1ccc(S(=O)(=O)N2CCN(c3ncnc4ccccc34)CC2)cc1	16	20	6	21	-2	13	36	-7	-3	19	11
Cc1occc1-c1nnc(SCC(=O)Nc2nc(-c3ccccc3)cs2)o1	-38	3	17	-14	-2	-26	-20	0	2	2	9
CCC(Sc1nc2c(c(=O)[nH]1)CCC2)C(=O)Nc1cccc(OC)c1 (stereo not given)	24	5	4	-13	1	3	-5	4	13	5	11
COc1ccc(S(=O)(=O)Nc2ccc3c(c2)[C@H]2C[C@H](CC(=O)NCC4CC4)O[C@@H](CO)[C@H]2O3)cc1	-34	1	-4	0	7	10	-6	-10	-2	-4	2

Limited to TROY signal inh, TWEAK Fn14 block and TLR9-MyD88 inh (3 entries from above):
| Molecule | TROY signal inh | TWEAK Fn14 block | TLR9-MyD88 inh |
| --- | --- | --- | --- |
| CCCCCCn1cnc2c(c1=O)c1nc3ccccc3nc1n2/N=C/c1ccco1 | -44 | 9 | 0 |
| O=C(Cc1ccccc1[N+](=O)[O-])Nc1nccs1 | -5 | -10 | -3 |
| Cc1ccc(S(=O)(=O)N2CCN(c3ncnc4ccccc34)CC2)cc1 | 19 | 36 | 6 |

Continued:
SMILES	LRH-1 inv ag	SRC3 inh	TLR9-MyD88 inh	SRC2 inh	ABHD5 PLIN5 PPI	SRC1 inh	TWEAK Fn14 block	NOD2 RIPK2 PPI	Granule exo inh	TROY signal inh	COUP-TFII inh
O=C(Cc1ccc(Cl)cc1)Nc1ccc(C(=O)N2CCCCC2)cc1	-12	5	0	-19	-5	-27	-29	-7	0	-6	6
CCNC(=O)COc1ccc(C=O)cc1OC	-2	15	1	18	-4	-2	-5	-6	-4	-13	-3
Cc1nc(-c2ccccc2)nc2n[nH]c(N)c12	0	2	-1	0	5	-28	7	-6	0	-28	-9
COc1ccc(-n2nc(C(=O)NCC(=O)N3CCN(c4ccccc4F)CC3)c3ccccc3c2=O)cc1	-1	0	3	-27	3	-7	2	-4	11	-21	-12
CCCCn1c(SCC(=O)NCc2ccco2)nc2c(sc3ccccc32)c1=O	-12	5	-10	-21	5	-2	24	-1	0	7	2
COC1=C/C(=C/c2c(N)n3nc(-c4ccc(C)cc4)sc3nc2=O)C=CC1=O	-52	-63	-7	-52	-1	-52	0	-14	4	5	-29
CNC(=O)NC(=O)COC(=O)c1ccc(-n2c(C)ccc2C)cc1	-6	3	2	4	2	-6	7	-8	11	4	-15
O=C(Cn1cc2c(n1)CCCCC2)N1CCCCC1	2	1	-9	-23	-4	-22	6	-8	0	-16	-39
COCCNC(=O)c1c[nH]c2ccc(OC)cc2c1=O	7	-6	4	-17	0	-11	4	-2	-2	-8	-5
Cc1ccc(S(=O)(=O)N2[C@H](C(C)C)[C@H]3[C@H]4C(=O)N(c5ccccc5)C(=O)[C@H]4CC(=O)[C@H]3[C@@H]2c2ccccc2)cc1	-8	-9	.	3	6	17	8	-5	-4	7	-8

Shown with values under each structure: entries from further up
Results follow in this order: LRH-1 inv ag, SRC3 inh, TLR9-MyD88 inh, SRC2 inh, ABHD5 PLIN5 PPI, SRC1 inh, TWEAK Fn14 block, NOD2 RIPK2 PPI, Granule exo inh, TROY signal inh, COUP-TFII inh
COC1=C/C(=C/c2c(N)n3nc(-c4ccc(C)cc4)sc3nc2=O)C=CC1=O
→ -52, -63, -7, -52, -1, -52, 0, -14, 4, 5, -29
Cc1ccc(S(=O)(=O)N2[C@H](C(C)C)[C@H]3[C@H]4C(=O)N(c5ccccc5)C(=O)[C@H]4CC(=O)[C@H]3[C@@H]2c2ccccc2)cc1
→ -8, -9, ., 3, 6, 17, 8, -5, -4, 7, -8
O=C(Cc1ccc(Cl)cc1)Nc1ccc(C(=O)N2CCCCC2)cc1
→ -12, 5, 0, -19, -5, -27, -29, -7, 0, -6, 6

Carrying on:
SMILES	LRH-1 inv ag	SRC3 inh	TLR9-MyD88 inh	SRC2 inh	ABHD5 PLIN5 PPI	SRC1 inh	TWEAK Fn14 block	NOD2 RIPK2 PPI	Granule exo inh	TROY signal inh	COUP-TFII inh
CCCCNC(=O)c1ccc(NS(=O)(=O)c2ccccc2)cc1	-1	7	4	27	-7	0	20	-6	-2	-16	0
C/C(=N\NC(=O)Cc1ccc(Cl)c(Cl)c1)c1cccnc1	3	-4	3	-14	1	-17	-8	-1	-5	3	19
O=C1NC[C@H](CC2CCCCC2)N(CCc2cc(C(F)(F)F)cc(C(F)(F)F)c2)C1=O	6	.	.	-12	-6	.	3	-16	16	4	18
Cc1ccsc1CN1CC(=O)N(c2c(C)cccc2C)C1=S	2	25	-3	-41	-2	16	-8	-8	-13	6	-5
CCOC(=O)N1CCN(C(=O)COc2ccc(Cl)cc2C)CC1	-13	5	0	-4	3	7	15	-8	2	-7	-4
COc1ccccc1S(=O)(=O)Cc1ccc(C(=O)NCCN(C)C)o1	-22	-2	-4	-3	1	0	11	-3	-3	-3	-9
CCCCN1Cc2cc(C(=O)c3cc(OC)ccc3O)cnc2NC1=O	-1	7	5	-2	1	-19	2	2	0	-12	10
C[C@H](CO)N1C[C@H](C)[C@@H](CN(C)CC2CC2)Oc2c(NS(=O)(=O)c3ccc(F)cc3)cccc2C1=O	13	7	2	1	9	0	-18	10	3	1	-1
CCOC(=O)Cn1nc2oc(=O)c(CCN3CCN(c4ccccc4OC)CC3)c(C)c2c1C	-12	-2	-14	-6	-1	-4	0	-6	3	-20	3
CCOc1ccccc1NC(=O)NCc1ccc2c(c1)OCO2	20	4	3	-4	3	-26	0	4	-6	-34	9
O=C(c1cc(F)c(F)cc1Cl)N1CCN(c2ccc([N+](=O)[O-])c3ncccc23)CC1	7	9	-2	1	0	-6	5	-4	-4	-8	-9
NC12CCc3c(no[n+]3[O-])C1(O)CC(c1ccccc1)=[N+]2[O-] (stereo not given)	13	-9	-14	-25	-2	-6	-2	-4	-1	11	-4
Nc1c(C(=O)CSc2nncn2-c2ccccc2)c(=O)[nH]c(=O)n1C1CC1	-4	5	-1	-4	5	-11	-5	2	4	-8	-11
O=C(COc1cccnc1[N+](=O)[O-])Nc1ccc(S(=O)(=O)N2CCOCC2)cc1	-9	5	4	-6	-1	14	22	-2	-1	0	28
Cc1nc2ccc(C(=O)N3c4ccccc4N=C(c4ccc5c(c4)OCO5)C3C(=O)NCc3ccccc3)cc2[nH]1 (stereo not given)	34	.	.	-15	2	.	.	4	8	.	2
COc1ccc(S(=O)(=O)NCc2ccco2)cc1NC(=O)c1ccccc1	-2	14	-7	16	-5	10	9	-5	-5	-11	8
CCN1C(=O)[C@@H]2[C@@H]3CN(S(=O)(=O)c4ccc(C)cc4)[C@@H](c4ccccc4)[C@@H]3C(=O)C[C@@H]2C1=O	-3	-5	.	-10	-2	-13	12	12	-1	-3	-12
COc1ccccc1-n1cnnc1SCC(=O)c1cc(C)n(Cc2cccs2)c1C	20	-13	2	-21	3	-7	0	5	-1	-1	10
C=CCn1c(COc2ccc(OC)cc2)nnc1SC(C)C(=O)NC1CC1 (stereo not given)	-5	-23	1	-13	-13	5	17	-9	2	-7	-7
O=c1[nH]c(C2CCN(S(=O)(=O)c3ccccc3F)CC2)nc2c1nnn2Cc1ccc(F)cc1	6	-2	-1	-1	16	-5	-17	5	-6	-17	-10
Cc1ccc(NC(=O)CCCNC(=O)c2ccc(Cl)cc2)cc1S(=O)(=O)N1CCOCC1	11	11	-5	-24	11	4	-1	-6	-5	4	-7
CC(C)(C)N=C(NS(=O)(=O)c1cccs1)c1ccccc1	15	4	-4	0	1	-35	-11	-7	0	10	-8
O=C(OCc1cn([C@H]2C[C@H](c3ccc(Cl)cc3)N(Cc3cccs3)C[C@@H]2O)nn1)c1ccccc1	9	-6	-8	16	-3	2	-24	1	8	6	-3
CCCNC(=O)C1(C)CCCN(Cc2cc(-c3ccccc3)n(C)n2)C1 (stereo not given)	-1	4	.	6	-2	7	0	1	0	7	-2
CN1CCCN(C(=O)CC2(CC(=O)O)CCCCC2)CC1	0	8	3	-5	-1	-14	0	-7	-7	8	5
N#CCn1c(CCl)nc2ccccc2c1=O	-1	14	-11	17	2	-1	15	0	0	1	26
COc1cc(-c2cnc3c(NC=O)cc(-c4cccc(C(F)(F)F)c4)cn23)cc(OC)c1OC	-2	12	.	4	-5	3	75*	-6	2	39	41*
O=C(NCc1ccco1)NC1CCCCC1	-5	-9	2	-15	3	-17	6	-1	-1	-1	-14

Compound activity: PubChem BioAssay, several laboratories
